High-throughput results: PubChem, several laboratories
NPR2 activator – human GC-B receptor activators, primary screen, HEK293 GC-B cells, cGMP TR-FRET, EC30 CNP; Atrial natriuretic peptide receptor 2 (Homo sapiens), P20594; 0% at EC30 CNP, 100% saturating CNP; activation, % at 10 µM; hit rate 0.11% among 370,000;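 active = activation at 10 µM reaching about 35% in either raw or pattern-adjusted values, limit read from the data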
ARFGAP1 inh – inhibitors of rat ARFGAP1 GAP activity, primary screen, biochemical, fluorescence polarization, GDP tracer; hit rate 0.26% among 360,000; inhibition, % at 16.5 µM; AID 651572, 2012; Arfgap1-stimulated ARF1 GTP hydrolysis, GDP FP detection;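 active = inhibition above a per-plate limit, mean inhibition of low control wells plus 3 SD, cut at about 25% in these data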;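 also: 0% = DMSO wells with enzyme and 100% = wells lacking Arfgap1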
Target sequence (Q62848 1-136 limits assumed): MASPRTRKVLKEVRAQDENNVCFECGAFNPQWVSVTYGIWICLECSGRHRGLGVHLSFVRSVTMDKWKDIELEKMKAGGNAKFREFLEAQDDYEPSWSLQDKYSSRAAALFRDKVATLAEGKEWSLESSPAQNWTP
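Replicates: Single well per compound | Assay system: Truncated rat Arfgap1 GAP domain | Control set: No-Arfgap1 wells (100%) versus DMSO full-reaction wells (0%) | Times: Enzyme reaction 120 min at 25 °C after 20 min preincubation | Reagent: Human ARF1(Δ1-17)-GTP substrate | Measured by: Tracer-displacement fluorescence polarization with EDTA stop, 620/688 nm | Measure: Percent inhibition of Arfgap1-stimulated GTP hydrolysis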
ADAM10 inh – human ADAM10 inhibitors, primary screen, biochemical, QFRET, HTS | Disintegrin and metalloproteinase domain-containing protein 10 (Homo sapiens), O14672 | recombinant ADAM10, EDANS/DABCYL FRET peptide cleavage, 3 h | inhibition, % at 7 µM | hit rate 0.62% among 370,000;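 active = inhibition above a per-campaign cutoff equal to the mean of compounds falling between control-based bounds plus 3 SD, cut at about 20% in these data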;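 also: 0% = DMSO wells while the 100% control is not disclosed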
rCAG binder – binders of r(CAG) RNA repeats, primary screen, biochemical, fluorescence | r(CAG) RNA repeat, TO-PRO-1 dye displacement fluorescence | inhibition, % at 3 µM | hit rate 1.3% among 370,000 | AID 651821, 2012;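 active = inhibition above the plate cutoff, the mean of all test compounds on that plate plus 3 SD, cut at about 35% in these data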;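 also: 0% = DMSO alone and 100% = 100 µM mitoxantrone as full dye displacement; higher means more dye released from RNA so lower well fluorescence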
GC-A act – GC-A stimulated cGMP production enhancers – HEK293 GC-A cells, cGMP TR-FRET, EC30 ANP, primary screen; hit rate 0.14% among 370,000; Atrial natriuretic peptide receptor 1 (Homo sapiens), P16066; activation, % at 10 µM; 0% at EC30 ANP, 100% saturating ANP; in the data active = activation above about 40%
ASAP1 GAP inh – inhibitors of human ASAP1 ArfGAP activity, primary screen, biochemical, fluorescence polarization. Arf-GAP with SH3 domain, ANK repeat and PH domain-containing protein 1 (Homo sapiens), …. AID 624377, 2012. inhibition, % at 16.5 µM. hit rate 0.19% among 360,000. ASAP1-stimulated ARF1 GTP hydrolysis, GDP FP detection; in the data active = inhibition above about 25%;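 also: 0% = vehicle with enzyme and substrate and 100% = no enzyme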
DDE Tn6 FP inh – inhibitors of Tn6 peptide binding to fibrin DD(E), primary screen, biochemical, fluorescence polarization, human fibrin, Tn6 probe; Fibrinogen beta chain (Homo sapiens), P02675; Fibrin DD(E) TRITC-Tn6 fluorescence polarization displacement; inhibition, % at 8.3 µM; hit rate 0.21% among 370,000;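 active = inhibition above a per-campaign cutoff: mean of compounds within control limits plus 3 SD, cut at about 15% in these data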;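 also: 0% = median of all compound wells on the plate and 100% = blocking peptide control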
Target sequence (P02675 whole entry, looked up): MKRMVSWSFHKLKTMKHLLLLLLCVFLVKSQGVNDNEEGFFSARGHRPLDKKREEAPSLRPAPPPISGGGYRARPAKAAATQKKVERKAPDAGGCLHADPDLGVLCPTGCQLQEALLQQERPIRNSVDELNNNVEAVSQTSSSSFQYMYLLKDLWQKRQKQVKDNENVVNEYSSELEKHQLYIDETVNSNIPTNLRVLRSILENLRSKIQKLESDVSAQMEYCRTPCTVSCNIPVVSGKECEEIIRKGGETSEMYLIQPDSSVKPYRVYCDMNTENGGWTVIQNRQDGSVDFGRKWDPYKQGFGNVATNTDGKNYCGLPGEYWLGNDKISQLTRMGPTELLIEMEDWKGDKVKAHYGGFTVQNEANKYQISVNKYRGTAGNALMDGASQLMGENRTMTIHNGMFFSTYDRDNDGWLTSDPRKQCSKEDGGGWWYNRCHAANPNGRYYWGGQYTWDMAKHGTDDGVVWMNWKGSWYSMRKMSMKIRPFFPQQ
proKLK7 act – proKLK7 zymogen activators, primary screen, biochemical, fluorescence intensity. AID 652039, 2013. hit rate 0.9% among 370,000. purified proKLK7, EDANS-DABCYL substrate fluorescence; 100% is mature enzyme control, 0% vehicle. Kallikrein-7 (Homo sapiens), P49862. activation, % at 7 µM;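 active = activation above the mean of all tested compounds plus 3 SD, computed per campaign excluding outliers beyond control limits, cut at about 13% in these data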
Target sequence (P49862 whole entry, looked up): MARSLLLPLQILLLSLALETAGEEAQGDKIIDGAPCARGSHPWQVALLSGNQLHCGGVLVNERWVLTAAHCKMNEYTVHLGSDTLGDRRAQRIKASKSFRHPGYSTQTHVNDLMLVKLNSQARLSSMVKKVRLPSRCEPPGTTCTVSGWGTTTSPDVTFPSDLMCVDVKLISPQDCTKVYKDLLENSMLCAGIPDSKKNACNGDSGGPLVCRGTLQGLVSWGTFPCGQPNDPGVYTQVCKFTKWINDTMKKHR
sPLA2-III inh – human group III sPLA2 inhibitors, primary screen, biochemical, QFRET, BODIPY PC-A2 liposome substrate; QFRET BODIPY PC-A2 liposome hydrolysis, fluorescence; inhibition, % at 12.2 µM; hit rate 0.56% among 370,000;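 active = inhibition above mean plus 3 SD of compounds lying within the high and low control bounds, cut at about 19% in these data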;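 also: 0% = median of test compound wells and 100% = no enzyme DMSO wells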
GAA850 FXN act – FXN promoter activators, primary screen, cell-based, luciferase luminescence, HEK293 lucGAA850; hit rate 0.56% among 360,000; HEK293 lucGAA850 FXN promoter luciferase reporter, 24 h; percent of 10 µM SAHA response; activation, % at 6 µM;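 active = activation above the average of all compounds screened plus 3 SD, cutoff fixed separately per campaign, cut at about 7.5% in these data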;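 also: 0% = DMSO wells and 100% = 10 µM SAHA wells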
Numbers without * were called inactive; . = no result given.

Screens in order: proKLK7 act, GC-A act, GAA850 FXN act, DDE Tn6 FP inh, ARFGAP1 inh, rCAG binder, ADAM10 inh, NPR2 activator, ASAP1 GAP inh, sPLA2-III inh
> COc1ccc(/C(=N\O)c2nccc3cc(OC)c(OC)cc23)cc1OC
    -0.4, 4, 0.5, 2, 2, -3, -10, 6, 8, 0
> COc1ccc(CCn2c(C)c(C(C)=O)c(C(C)=O)c2C)cc1OC
    -0.7, -2, 1.2, -6, 2, -5, -4, 4, -7, -2
> CCC[C@H]1COCCS(=O)(=O)N1Cc1ccccc1F
    -0.5, 2, 2.7, -1, -8, -3, -1, 8, -3, 3
> O=C(CSc1nnc(-c2ccccc2O)n1Cc1ccccc1)NNC(=O)c1ccccc1O
    -0.6, -2, 3.1, 1, -6, 30, -8, -12, -12, 4
> Cc1ccc(NS(=O)(=O)c2ccc3[nH]c(=O)sc3c2)cc1
    0.9, 1, 4.0, 1, -2, 5, 9, -1, 10, -33
> O=C(CC1N=C(Cc2ccccc2)NNC1=O)N/N=C/c1ccc([N+](=O)[O-])cc1 (configuration not stated)
    0.6, -4, 1.0, 3, 6, 2, 6, -5, 0, -3
> CCSc1nc2sc3c(c2c(=O)n1-c1ccccc1C)CCN(C)C3
    -0.1, 2, 3.3, -6, -12, -2, -126, 1, -3, 3
> CN(C)CCOc1ccc(Cl)cc1C(C)(C)C
    0.2, 0, -0.1, 1, 0, -9, 2, -5, 0, 1
> CN(CCC#N)C(=O)COC(=O)c1nn(-c2ccccc2)c(=O)c2ccccc12
    -1.3, -1, 1.5, 8, -5, -2, -6, 1, 4, 2
> CCOC(=O)c1c(NC(=O)CNC2CCCCC2)sc(C)c1C
    -0.4, -3, 4.0, 0, 13, -2, 7, 1, 7, 8

More compounds
Screens in order: proKLK7 act, GC-A act, GAA850 FXN act, DDE Tn6 FP inh, ARFGAP1 inh, rCAG binder, ADAM10 inh, NPR2 activator, ASAP1 GAP inh, sPLA2-III inh
> C[C@H](NC(=O)[C@H]1N2C(=O)c3ccccc3C2SC1(C)C)C(=O)N1CCCCC1 (some centres not stated)
    -0.1, 1, 0.1, 0, -10, -1, -2, 2, -4, -5
> CN1CCN(C(=O)c2ccc(CS(=O)Cc3ccc(Cl)cc3)o2)CC1 (configuration not stated)
    0.7, 3, 0.2, 3, -1, -5, -4, -1, 6, 5
> COc1ccc2[nH]c(=O)c(CN(Cc3cccnc3)Cc3nnnn3CC3CCCO3)cc2c1 (configuration not stated)
    1.1, -1, 2.8, 2, 6, -6, -138, 4, -12, 3
> CCN(CC)S(=O)(=O)c1ccc2nc(NC(=O)c3ccco3)sc2c1
    0.2, 0, 3.1, -1, 5, 13, -8, 4, -4, -11
> COc1ccccc1C(=O)CSc1nnc(-c2ccncc2)n1-c1ccc(Cl)cc1
    0.8, -9, ., -7, ., 4, 0, -10, ., -5
> O=C1CCCC[C@@H](CO)[C@H](O)C[C@H](c2ccccc2)O1
    -0.2, 2, ., 2, 13, 1, -4, -4, 9, -2
> CSc1ccc(/C=N/NC(=O)c2ccc(O)cc2)cc1
    5.4, 2, 1.6, -5, -2, 3, -100, -7, 4, -18
> O=C(CSc1ncnc2c1nnn2Cc1ccccc1)NC1CCCCC1
    0.4, 0, 0.3, 7, -4, -2, -6, -5, 1, 4
> CCOC(=O)c1ccc(N2C(=O)CC(Nc3ccc(CCO)cc3)C2=O)cc1 (configuration not stated)
    0.1, 2, -0.2, -1, -5, -1, -5, 6, -9, -2
> O=C(NCCSSCCNC(=O)c1ccccc1)c1ccccc1
    -0.3, 1, 1.8, 2, 12, 3, -12, 1, 5, 14

New compounds follow.
Screens in order: proKLK7 act, GC-A act, GAA850 FXN act, DDE Tn6 FP inh, ARFGAP1 inh, rCAG binder, ADAM10 inh, NPR2 activator, ASAP1 GAP inh, sPLA2-III inh
> O=C(Nc1ccccc1Cl)c1cc(C2CCCCN2C(=O)C2CCCCC2)on1 (configuration not stated)
    0.5, 2, 1.7, 3, -4, 1, 0, -3, 4, 3
> COc1ccc(CC(=O)NCc2nnc(SCCOc3ccccc3)n2C)cc1
    1.2, 1, -1.6, 6, 4, -10, 0, -4, -5, -2
> COc1ccccc1N1CCN(C(=O)CCCC2=NS(=O)(=O)c3ccccc3N2)CC1
    1.0, 2, -0.9, 5, -2, 5, -2, 1, 2, 1
> CCCCC[C@H](C)N1C[C@@H](COCc2ccccc2)Oc2cc(N3CC[C@H](O)C3)ccc2S1(=O)=O
    0.8, 3, ., -1, -2, 9, 21*, 0, -2, -7
> COc1cc(/C=C/C(=O)OCC(=O)NC(=O)NC2CCCC2)ccc1OCC#N
    -1.5, -4, 1.2, 4, 2, -6, -74, -2, 6, -5
> Cc1ccc(C(C(=O)NCC2CCCO2)N(Cc2ccccc2)C(=O)c2ccc(-c3ccccc3)[nH]2)o1 (configuration not stated)
    -0.9, 1, 0.2, 4, 1, 7, 11, -2, 2, -17
> CCCCNC(=O)c1[nH]c(C2CCNCC2)nc1-c1cccc(C(F)(F)F)c1
    0.3, 3, ., -2, -7, 3, -11, 6, 4, -3
> COc1ccc(CCNC(=O)C2CC2)cc1OC
    -0.6, 3, 2.2, -4, -1, 1, 5, -6, 8, 0
> C[C@H]1CC[C@]2(O[C@@H](CCO)C[C@@H](O)[C@@H]2O)O1
    0.1, 4, 0.8, 2, -6, 2, -6, -2, -6, 7
> CC(C)NC(=O)C1(C)CN(S(C)(=O)=O)CC(=O)N1Cc1ccc2c(c1)OCO2 (configuration not stated)
    0.1, 3, ., 0, -9, 3, -1, -3, -9, -2

Carrying on:
Screens in order: proKLK7 act, GC-A act, GAA850 FXN act, DDE Tn6 FP inh, ARFGAP1 inh, rCAG binder, ADAM10 inh, NPR2 activator, ASAP1 GAP inh, sPLA2-III inh
> COc1ccc2[nH]c(C(=O)NCc3ccccc3)c(C)c2c1
    -13, -6, -5.5, -4, 5, -2, -158, -4, -7, -31
> C=C1CCN([C@@H](Cc2ccccc2)C(=O)Nc2ccc(OC)cc2)S(=O)(=O)c2ccccc21
    0.7, 1, 12*, -6, 9, 1, 14, 5, 8, -14
> COCCCNc1nc2c(c(=O)n(Cc3ccc(F)cc3)c(=O)n2C)n1C
    0.1, 4, -0.6, 7, 9, -8, 5, -2, -8, 7
> CN(C)/C=N/C(=S)Nc1cc(Cl)cc(Cl)c1
    -0.3, 0, 1.6, -5, 5, -2, -1, -2, 7, 8
> C#CCn1c(S(=O)(=O)Cc2ccc(F)cc2)nc(-c2ccccc2)c1-c1ccccc1
    0.3, -14, -7.0, -2, -20, 1, 16, -8, 1, -5
> Cc1ccc(-c2[nH]c(-c3ccccc3)nc2SCC(=O)NCC2CCCO2)cc1 (configuration not stated)
    0.2, -1, -0.8, 1, 5, 2, -42, -1, -11, 9
> Cc1ccc(C(=O)C2CCN(CC(=O)Nc3ccc(N(C)C)cc3)CC2)cc1
    1.0, 0, -2.1, 1, 7, 1, 4, -5, 14, 13
> OCCC1CN(Cc2cccc3nonc23)CCN1C1CCCCC1 (configuration not stated)
    -0.5, 0, 1.4, 5, 0, -2, 0, -1, -10, 1
> CCN(CC)C(=O)CSc1nnc(COc2ccccc2)n1N
    -0.1, 3, 0.5, -2, 4, -3, -2, 2, -13, 4
> COc1ccc(-c2nn(CCC#N)cc2/C=N/O)cc1OC
    0.4, 5, 1.5, 5, 2, 2, 6, 5, -2, -3

Reprinted at random: 5 compounds from above.
Screens in order: proKLK7 act, GC-A act, GAA850 FXN act, DDE Tn6 FP inh, ARFGAP1 inh, rCAG binder, ADAM10 inh, NPR2 activator, ASAP1 GAP inh, sPLA2-III inh
> Cc1ccc(C(=O)C2CCN(CC(=O)Nc3ccc(N(C)C)cc3)CC2)cc1
    1.0, 0, -2.1, 1, 7, 1, 4, -5, 14, 13
> Cc1ccc(-c2[nH]c(-c3ccccc3)nc2SCC(=O)NCC2CCCO2)cc1 (configuration not stated)
    0.2, -1, -0.8, 1, 5, 2, -42, -1, -11, 9
> CN(C)/C=N/C(=S)Nc1cc(Cl)cc(Cl)c1
    -0.3, 0, 1.6, -5, 5, -2, -1, -2, 7, 8
> COc1ccc2[nH]c(C(=O)NCc3ccccc3)c(C)c2c1
    -13, -6, -5.5, -4, 5, -2, -158, -4, -7, -31
> CCN(CC)C(=O)CSc1nnc(COc2ccccc2)n1N
    -0.1, 3, 0.5, -2, 4, -3, -2, 2, -13, 4

Next entries follow.
Screens in order: proKLK7 act, GC-A act, GAA850 FXN act, DDE Tn6 FP inh, ARFGAP1 inh, rCAG binder, ADAM10 inh, NPR2 activator, ASAP1 GAP inh, sPLA2-III inh
> CC(=O)c1c(C)c[nH]c1C
    0.3, 1, 2.2, -3, 11, -2, 3, 1, 8, -1
> Cc1c(C(=O)N2CCC[C@H]2CO)oc2c(F)cccc12
    -0.5, 2, 4.0, 4, 0, -2, -6, 7, 5, 3
> COc1ccc2c(c1)CN1C(=O)N(CCc3ccccc3)S(=O)(=O)CC21 (configuration not stated)
    0.4, 1, ., 4, ., 1, -1, 6, ., -2
> CSc1ccccc1OCc1cc(C(=O)NCCCn2nc(C)cc2C)no1
    1.0, 7, -2.8, -4, 8, -4, -8, 0, 10, -9
> O=C(COc1ccc(S(=O)(=O)N2CCCC2)cc1Cl)NC1CCCC1
    -0.2, -2, -4.0, 0, -14, -3, 0, -1, 6, -9
> CCOC(=O)[C@H]1[C@H]2COc3ccc(OC)cc3[C@@H]2N2C(=O)CN(Cc3ccccc3)C(=O)[C@@]12C
    1.4, -2, -2.1, 1, 9, -6, -2, -2, -12, -2
> CC(C)NC(=O)N[C@H]1C[C@@H]2O[C@@H](CO)CC[C@@H]2O[C@@H]1CCc1ccc(-c2ccccc2F)cc1
    0.3, 6, ., 7, ., 4, 9, 1, ., -12
> C[C@H](CO)N1C[C@H](C)[C@@H](CN(C)C(=O)Nc2ccc(C(F)(F)F)cc2)Oc2c(NC(=O)Nc3ccc(C(F)(F)F)cc3)cccc2C1=O
    0.3, -6, -5.1, 3, 5, 14, 29*, -1, 10, -25
> COc1cccc(/C=C/C(=O)OCC(=O)Nc2ccc3c(c2)OCO3)c1
    0.7, 0, 2.8, -1, 5, 3, -49, 3, -6, 2
> COc1ccccc1NS(=O)(=O)c1ccc2oc(SC(C)C(=O)N3CCNC3=O)nc2c1 (configuration not stated)
    0.1, -2, 0.6, -4, -1, 7, -13, -1, 12, -9
> S=c1nc(-c2ccccc2Br)[nH][nH]1
    0.6, 3, 1.7, -3, -11, 0, -1, 1, -1, 7
> Cc1ccc(CN(C)c2ccc(S(=O)(=O)N3CCCC3)cn2)cc1
    0.1, 1, -0.3, 0, -7, -2, 9, 1, 3, -1
